POLI inh – qHTS for Inhibitors of Polymerase Iota. actives 1% (n = 390,000). Pol iota fluorescent replication assay, 10 min. Potency, µM (series often up to 115 µM), without a hit: at the highest dose activity, negative = inhibition, most hits filed as inhibitors. DNA polymerase iota (Homo sapiens), Q9UNA4; further: potency means the concentration at half of the fitted maximal effect
Target sequence (Q9UNA4 whole entry, looked up): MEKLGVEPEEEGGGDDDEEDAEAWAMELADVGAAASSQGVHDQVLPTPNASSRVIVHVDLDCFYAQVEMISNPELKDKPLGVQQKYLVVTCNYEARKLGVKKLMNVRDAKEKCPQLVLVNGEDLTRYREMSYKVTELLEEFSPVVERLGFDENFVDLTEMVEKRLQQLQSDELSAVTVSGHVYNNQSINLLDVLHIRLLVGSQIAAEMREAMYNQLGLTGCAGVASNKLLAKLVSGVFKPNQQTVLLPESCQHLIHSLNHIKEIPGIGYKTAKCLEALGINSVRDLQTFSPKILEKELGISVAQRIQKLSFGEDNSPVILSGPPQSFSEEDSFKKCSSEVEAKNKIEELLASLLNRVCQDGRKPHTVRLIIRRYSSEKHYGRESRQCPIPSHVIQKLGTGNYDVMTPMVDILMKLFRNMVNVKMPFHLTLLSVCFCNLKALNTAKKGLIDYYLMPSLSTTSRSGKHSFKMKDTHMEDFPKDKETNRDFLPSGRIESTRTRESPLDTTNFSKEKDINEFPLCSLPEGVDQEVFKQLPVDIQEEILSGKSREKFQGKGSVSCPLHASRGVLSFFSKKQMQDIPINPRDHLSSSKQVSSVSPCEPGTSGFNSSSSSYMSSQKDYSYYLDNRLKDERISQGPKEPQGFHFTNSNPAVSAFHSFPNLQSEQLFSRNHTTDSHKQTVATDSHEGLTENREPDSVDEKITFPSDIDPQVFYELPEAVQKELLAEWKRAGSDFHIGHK
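Fluorescent replication assay read twice, at 0 min and 10 min after adding 50 nM (final) substrate. Enzyme (10 nM) and compounds were first incubated 15 min at room temperature; enzyme-free buffer wells were negative controls.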
LDHA block – qHTS assay for inhibitors of human lactate dehydrogenase; actives 0.15% (n = 480,000); activity change, % (values are at about 110 or 230 µM); purified LDHA, NADH/diaphorase-resazurin fluorescence; hits give low values; in the data active means activity change below about -30%; inconclusive means mostly about -25% to -30%;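 further: plate controls were DMSO wells for no effect and wells without enzyme for full effect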
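Enzyme activity of human lactate dehydrogenase 5 (2 nM; 0.06 mM NADH, 0.2 mM pyruvate, 5 min, RT) is measured via a resazurin/diaphorase fluorescence readout of residual NADH.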
APE1 inh – qHTS Assay for Inhibitors of the Human Apurinic/apyrimidinic Endonuclease 1 (APE1); recombinant APE1, TAMRA/BHQ-2 abasic DNA cleavage fluorescence; DNA repair nuclease/redox regulator APEX1 (Homo sapiens), P27695; Potency, µM (highest dose often 65.8 µM), for inactives: at the top dose activity change, negative = inhibition, most hits filed as inhibitors; actives 0.35% (n = 350,000);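 further: potency means the concentration at half of the fitted maximal effect; plate controls were vehicle for no effect and reference inhibitor for full effect; nearly all actives have a fitted effect of over 55% in size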
Target sequence (P27695 whole entry, looked up): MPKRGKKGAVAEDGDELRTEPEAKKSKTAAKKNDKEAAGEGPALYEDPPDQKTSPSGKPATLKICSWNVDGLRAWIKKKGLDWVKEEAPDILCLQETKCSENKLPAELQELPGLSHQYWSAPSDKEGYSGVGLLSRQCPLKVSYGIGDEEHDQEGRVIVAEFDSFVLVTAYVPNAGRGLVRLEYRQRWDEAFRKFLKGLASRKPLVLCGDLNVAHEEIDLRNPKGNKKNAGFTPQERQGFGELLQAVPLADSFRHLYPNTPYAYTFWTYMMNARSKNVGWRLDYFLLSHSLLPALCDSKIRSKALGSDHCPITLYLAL
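Substrate: short duplex with […] THF abasic site, 5'-TAMRA and 3'-BHQ-2, 50 nM final. APE1 at 0.75 nM, preincubated 15 min RT with compound. Fluorescence increase from first to third read measured activity.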
GRP78 ERSR act – qHTS for Inducers of the Endoplasmic Reticulum Stress Response (ERSR) in Human Glioma: qHTS. actives 0.02% (n = 420,000). Potency, µM, for the others: at the highest dose activation, hits mostly activators. U87-MG GRP78 promoter luciferase reporter, 16 h; further: potency means the concentration at half of the fitted maximal effect; series mostly up to about 76 µM; % of control where 0% means no effect; nearly all actives have a fitted effect of over 35% in size
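ERSR induction read as luciferase luminescence (Bright-Glo, 10 min at room temperature) in stably transfected human U87-MG glioma cells exposed to compounds for 16 h, using GRP78 as sensor.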
Apoferritin bind – qHTS Assay for Identification of Novel General Anesthetics. Ferritin light chain (Equus caballus), P02791. apoferritin/1-aminoanthracene competitive binding, fluorescence. Potency, µM (series often up to 77.5 µM), without a hit: top-dose activity change, negative = displacement, hits mostly inhibitors. actives 0.074% (n = 350,000). AID 485281, 2010; further: potency means the concentration at half of the fitted maximal effect; on the % scale 0 is the no-effect control and ±100 the full control effect; nearly all actives have a fitted effect of over 20% in size
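Steps: apoferritin (10 uM) was premixed with half-saturated 1-AMA in PBS, compounds were pin-transferred, plates stood 10 min at room temperature, fluorescence was read at 380/535 nm, and curves were fitted with a Hill equation.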
Pol kappa inh – qHTS for Inhibitors of Polymerase Kappa | Potency, µM (top dose mostly 107 µM), inactives show at the top dose activity, negative = inhibition, most hits filed as inhibitors | AID 588579, 2011 | purified Pol kappa, fluorescent DNA synthesis assay, 10 min | actives 0.53% (n = 400,000); further: potency means the concentration at half of the fitted maximal effect; on the % scale 0 is the no-effect control and ±100 the full control effect
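First, compounds were pin-transferred onto 10 nM Pol kappa. After 15 min at room temperature, substrate was added to 50 nM final. Fluorescence was then measured kinetically at 0 and 10 min.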
POLH inh – qHTS for Inhibitors of Polymerase Eta | DNA polymerase eta (Homo sapiens), Q9Y253 | actives 1.2% (n = 390,000) | recombinant Pol eta, fluorescent DNA replication assay | Potency, µM (doses to about 114 µM), for inactives: at the top dose activity change, negative = inhibition, actives largely listed as inhibitors; further: potency means the concentration at half of the fitted maximal effect; on the % scale 0 is the no-effect control and ±100 the full control effect
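Pol eta (10 nM) was preincubated with compounds for 15 min at room temperature, after which fluorescent replication substrate (50 nM final) was added to start the reaction. Fluorescence was read kinetically at 0 and 10 min.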
BLM inh – qHTS Assay for Inhibitors of Bloom's syndrome helicase (BLM); AID 2528, 2010; Potency, µM (top dose mostly 56.1 µM), for inactives: at the top dose activity change, negative = inhibition, usual class: inhibitors; RecQ-like DNA helicase BLM (Homo sapiens), P54132; recombinant BLM DNA unwinding, fluorescence dequenching; actives 0.2% (n = 350,000);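 further: potency means the concentration at half of the fitted maximal effect; plate controls were vehicle for no effect and no enzyme for full effect; nearly all actives have a fitted effect of over 35% in size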
POLB inh – qHTS Assay for Inhibitors of DNA Polymerase Beta; AID 485314, 2010; actives 1.3% (n = 340,000); Pol beta primer extension/strand displacement, fluorescence kinetic; P06746; Potency, µM (highest dose often 114 µM), for the others: at the highest dose activity change, negative = inhibition, usual class: inhibitors; further: potency means the concentration at half of the fitted maximal effect; on the % scale 0 is the no-effect control and ±100 the full control effect
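Pol beta (10 nM) and compounds were preincubated 15 min at room temperature, then 50 nM substrate (final) started primer extension/strand displacement. Reads were taken at 0 and 10 min; concentration-response data were fitted to a four-parameter Hill equation.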
Starred values were filed as active, the others as inactive; ? = inconclusive; nt = no result given; & = joins results of further samples; [ ] = remark or other dose. Unless noted, the call rests on the fitted dose curve; in most records, active means well fitted curve in the direction sought with a large enough effect; inconclusive means small, poorly fitted or top-dose-only effect, or another doubt; inactive means no such curve, though single readings can be large; an effect the other way counts as inactive or inconclusive. The list is partial; rates above refer to the full screens.

Each structure is followed by: POLI inh, LDHA block, APE1 inh, GRP78 ERSR act, Apoferritin bind, Pol kappa inh, POLH inh, BLM inh, POLB inh
CCCCOc1ccc(C(=O)N/C(=C\c2cccc([N+](=O)[O-])c2)C(=O)OC(C)C)cc1
 : -3%, -3, -8%, 1%, ?, -10%, -25%, -1%, 4%
CCCCN1C(=N)N([C@@H](CCC)CN2CCC[C@H]2CN2C(N)=NC[C@H]2C(C)C)C[C@H]1[C@H](C)CC
 : 1%, -6, -3%, 2%, nt, -12%, -20%, nt, nt
Cc1cc(C)c(NS(=O)(=O)c2ccc(NC(=O)/C=C/C(=O)O)cc2)c(C)c1
 : nt, nt, 0%, nt, -4%, nt, nt, -1%, 0%
COc1ccc(CCNC(=O)C2(c3ccccc3)CC2)cc1
 : 43%[activator], -8, 25%, 3%, -6%, -9%, -8%, -1%, 6%
CCN(CC)S(=O)(=O)c1cc(-c2nnc(Nc3ccc(OC)c(C(N)=O)c3)c3ccccc23)ccc1C
 : -19%, -2, nt, -4%, 99%[activator], -21%, -16%, -18%, 3%
Cc1noc(C)c1COC(=O)c1ccccc1NC(=O)c1ccco1
 : 60%[activator], -3, 16%, -1%, -10%, 10%, -11%, -7%, -15%
Cc1cccc(Cn2ncc(Cl)c(Cl)c2=O)c1
 : 6%, 1, 9%, -15%, ?, -6%, 4%, -3%, 41%
COc1ccc(S(=O)(=O)N(CC(=O)Nc2ccccc2Br)Cc2ccccc2)cc1
 : -4%, 0, nt, ?, 123%[activator], -6%, -21%, -8%, 1%
CCN(CC)c1ccc(C=Nc2ccc(C)cc2C)c(O)c1
 : 63%[activator], 13, -1%, 11%, -14%, 6%, -19%, -2%, 3%
COc1ccc(S(=O)(=O)NN(C)c2ncc(C(F)(F)F)cc2Cl)cc1
 : -17%, -2, 12%, -1%, -12%, -9%, -13%, -5%, 20%
FC(F)(F)c1ccc(-c2noc(-c3ccccc3Br)n2)cc1
 : 40%[activator], 4, nt, -4%, 1%, -1%[60.1 µM], -19%, -1%, 4%
CCOc1ccc(NC(=O)CN(C)C(=O)c2cc3c(s2)CCC(C)C3)cc1OCC (stereo unspecified)
 : -6%, 1, -20%, -5%, nt, 0%, -17%, nt, nt
COc1ccc(NC(=O)CC2SC(=NCc3ccccc3OC)NC2=O)cc1 (stereo unspecified)
 : -30%, 0, 0%, -3%, ?, 1%, 1%, 1%, -2%
COc1ccc(C)cc1NC(=O)CNCc1cccs1
 : 1%, 1, 21%, 1%, 1%, 6%, -3%, -1%, 3%
Cc1cc(NC(=O)CN2C(=O)NC(Cc3ccccc3)C2=O)no1 (stereo unspecified)
 : 12%, -8, 2%, -4%, -11%, -2%, 2%, -2%, 19%
COc1ccc(C(=O)NNS(=O)(=O)c2ccc(C)cc2)cc1
 : 19%, -6, 3%, -5%, -1%, -6%, -17%, -11%, 5%
CN(C(=O)c1ccc2c(c1)N(Cc1cccc(Cl)c1)C(=O)c1ccccc1S2=O)C1CCCCC1 (stereo unspecified)
 : 1%, 1, nt, -4%, -16%, -9%[60.1 µM], -6%, -6%, 4%
COC(=O)c1ccc(C)c(NC(=O)CCc2ccc(OC)cc2)c1
 : ?, 0, -1%, 1%, -3%, -15%, -1%, -11%, -13%
CCCCNC(=S)NNC(=O)c1sccc1C
 : -2%[58.9 µM], 6, 0%, 1%, -15%, 8%, -9%, -5%, 4%
O=C(C[n+]1ccccc1)N/N=C/c1ccccc1C(F)(F)F
 : 27%, -3, 6%, -1%, -9%, 15%, -14%, 0%, 13%
CCc1ccccc1NC(=O)C1COc2ccccc2O1 (stereo unspecified)
 : 146%[activator], -7, 54%[activator], -4%, -17%, -5%, 0%, -8%, 9%
Cc1nc(SCC(=O)Nc2ccccc2Cl)cc(-c2ccccc2)n1
 : -7%, -6, nt, -5%, 4%, -20%, -5%, -3%, ?
CCC(=O)c1cc(F)c(N2CCN(S(=O)(=O)c3ccc(C)cc3)CC2)cc1C
 : 20%, -4, -11%, -3%, -12%, -12%, -21%, -25%, -1%
Cc1cc(Br)cc2c(C(=O)OCC(=O)c3ccccc3)cc(-c3ccccc3)nc12
 : -1%, 2, nt, 0%, 16%, 4%, -14%, 0%, 10%
Cc1ccc(C)c(NC(=O)CCN2C(=O)c3ccccc3Sc3ncccc32)c1
 : 18%, 1, nt, -2%, -3%, -4%, -20%, 3%, 2%
CCN(CC)c1ncnc2c1nnn2C
 : 37%[activator], -8, nt, -2%, nt, -11%, -6%, nt, nt
CCn1c(=O)cc(OCC(=O)N(C)C2CCCCC2)c2ccccc21
 : 9%, 0, 12%, -5%, -10%, -10%, -8%, 0%, -2%
CC(C)OP(=O)(c1ccc(N(C)C)cc1)C(O)c1ccc(N(C)C)cc1 (stereo unspecified)
 : -9%, 3, -7%, -5%, -7%, -14%, 6%, -2%, 56%
O=C1C2=C(Nc3ccccc3SC2c2c(F)cccc2Cl)c2ccccc21 (stereo unspecified)
 : 15%, 0, nt, -1%, -10%, 4%, -24%, -8%, 10%
COc1cccc(-c2nc(CS(=O)(=O)CC(=O)NCCc3cc(OC)ccc3OC)c(C)o2)c1
 : -20%, -7&8, -4%, -5%, -4%, 0%, -17%, -2%, 21%

Compound profiles, from the list above. Screens in order: POLI inh | LDHA block | APE1 inh | GRP78 ERSR act | Apoferritin bind | Pol kappa inh | POLH inh | BLM inh | POLB inh
Results for CCC(=O)c1cc(F)c(N2CCN(S(=O)(=O)c3ccc(C)cc3)CC2)cc1C → 20% | -4 | -11% | -3% | -12% | -12% | -21% | -25% | -1%
Results for CCN(CC)c1ccc(C=Nc2ccc(C)cc2C)c(O)c1 → 63%[activator] | 13 | -1% | 11% | -14% | 6% | -19% | -2% | 3%
Results for Cc1ccc(C)c(NC(=O)CCN2C(=O)c3ccccc3Sc3ncccc32)c1 → 18% | 1 | nt | -2% | -3% | -4% | -20% | 3% | 2%

(list continues)
Each structure is followed by: POLI inh, LDHA block, APE1 inh, GRP78 ERSR act, Apoferritin bind, Pol kappa inh, POLH inh, BLM inh, POLB inh
O=C(Nc1cccc(F)c1)C1CCCN(S(=O)(=O)c2cccc3cccnc23)C1 (stereo unspecified)
 : -9%&24%, -4&-1, 33%, -5%&-3%, -22%&-4%, -3%&-12%, -29%&-17%, -2%&-7%, -2%&-1%
O=C(CC12CC3CC(C1)CC(CC(=O)N1CCCC1)(C3)C2)N1CCCC1
 : 0%, -5, 20%, -2%, -14%, 5%, -4%, -2%, 3%
CC(=O)c1c(N2CCCCC2)nc(=S)n(-c2ccccc2)c1C
 : 3%, -2, 3%, 4%, -14%, -1%, 0%, -2%, 17%
COc1cc(Cl)c(C)cc1NC(=S)NN
 : 47%[activator], -7, 2%, -8%, -19%, 3%, -9%, 1%, -10%
FC(F)(F)c1cccc(/C=N/NC(=S)NC2CCCCC2)c1
 : -3%, -7, -1%, -5%, ?, 0%, -17%, -2%, 25%
[O-][N+](=C(c1ccccc1)c1ccccc1)c1ccccc1
 : -17%, -3, nt, -3%, nt, 0%, -1%, nt, nt
COc1ccc(S(=O)(=O)N2CCN(C(=O)C3CC3)CC2)cc1Br
 : 21%, 2, 6%, -4%, nt, 13%, -13%, nt, nt
O=C(N/N=C/c1ccc2nccnc2c1)c1ccccc1O
 : nt, nt, 4%, nt, 2%, nt, nt, 1%, -12%
Cc1cc(C(=O)CSc2nc3ccccc3n2CCC#N)c(C)n1Cc1cccs1
 : -10%, 1, 0%, 0%, 5%, -19%, -16%, -7%, 0%
COc1ccc(N=Nc2n(C)c3ccccc3[n+]2C)cc1
 : nt, nt, -4%, nt, -5%, nt, nt, 0%, 28%
Cc1ccnc(N2CCCC(C(=O)Nc3nnc(C)s3)C2)n1 (stereo unspecified)
 : 4%, 0, 2%, -7%, -16%, -6%, -7%, -3%, 1%
COc1ccccc1-c1nnc(SCC(=O)NNC(=O)c2ccccc2F)n1C
 : 26%, -3, 28%, -2%, nt, -1%, -22%, nt, nt
COCCN(CC(=O)Nc1cccc(C)c1C)C(=O)c1cc(S(=O)(=O)N2CCCC2)ccc1C
 : -1%, -2, 13%, 1%, nt, 3%, -12%, nt, nt
CCOc1cc(C(c2c(C)[nH][nH]c2=O)c2c(C)[nH][nH]c2=O)ccc1OC(=O)c1cccc([N+](=O)[O-])c1
 : 11%, 15, -2%, -2%, 2%, -3%, -19%, -7%, -8%
COc1ccc(C(=O)NCCn2cc(SCC(=O)Nc3ccccc3)c3ccccc32)cc1OC
 : -14%, -5, nt, -3%, 6%, -10%, -13%, -6%, -4%
CN(C(=O)COc1cc(=O)n(C)c2ccccc12)c1ccc(Cl)cc1
 : -6%, -5, -1%, -5%, -10%, -7%, 3%, -5%, -4%
Cc1cc(NC(=O)CSCC(=O)OC(C)C(=O)N(C)Cc2ccccc2)no1 (stereo unspecified)
 : 67%[activator], -10, 11%, -6%, nt, 2%, -9%, nt, nt
COc1ccc(S(=O)(=O)N2CCCC2)cc1C(=O)N1CCOCC1
 : 18%, 0, ?, 0%, -6%, 4%, -10%, 1%, -2%
O=C(CN1C(=O)S/C(=C/c2cccs2)C1=O)N1CCOCC1
 : 17%, -7, 2%, -2%, -2%, 3%, -7%, -2%, 7%
Cc1ccc(-c2nnc(N(C)C(=O)c3ccncc3)s2)cn1
 : -2%, -5, 0%, 4%, -9%, 1%, 2%, 1%, -1%
Cc1ccc2c(c1)N(CC(=O)NCCCN1CCCCC1C)C(=O)c1cccnc1O2 (stereo unspecified)
 : -11%&3%, -1&2, 57%[activator], -1%&-2%, 1%&-16%, 0%&1%, -20%&-12%, 3%&2%, 29%&5%

Compound activity from PubChem.
